# Screening results from PubChem.
# SUMO HTRF inh – blocks human SUMOylation mediated by UBC9 | inhibition, % at 35 µM | P63279 | HTRF SUMOylation assay, SAE1/SAE2 + UBC9, in vitro | AID 2006 | hit rate 0.36% among 290,000; in the data active = inhibition above about 50%, passing the limit was not always enough; also: strong numbers were not always called active
# MEKK2wt PB1 HTS – raises or lowers MEK5 binding to wildtype human MEKK2 PB1 domain; hit rate 1.1% among 290,000; bead flow cytometry, Alexa488-MEK5 binding to MEKK2 WT; actives lie on both sides; AID 1531; binding response (% of control), % at 10 µM; in the data active = binding response below about 67% or above about 130%
# IDE cell inh – cellular human IDE inhibition; AID 434962; inhibition, % at 5.59 µM; hit rate 0.41% among 320,000; P14735; HEK cells, FAbetaB cleavage, fluorescence polarization;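 active = percent inhibition above the average of all tested compounds plus 3 SD, set per screening campaign, cut at about 16% in these data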;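 also: IDE supplied by intact live HEK cells; FP after avidin binding of uncleaved biotin substrate so inhibition keeps polarization high; 0% = DMSO wells and 100% = 60 µM reference IDE inhibitor Ii1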
# Target sequence (P14735 whole entry, looked up): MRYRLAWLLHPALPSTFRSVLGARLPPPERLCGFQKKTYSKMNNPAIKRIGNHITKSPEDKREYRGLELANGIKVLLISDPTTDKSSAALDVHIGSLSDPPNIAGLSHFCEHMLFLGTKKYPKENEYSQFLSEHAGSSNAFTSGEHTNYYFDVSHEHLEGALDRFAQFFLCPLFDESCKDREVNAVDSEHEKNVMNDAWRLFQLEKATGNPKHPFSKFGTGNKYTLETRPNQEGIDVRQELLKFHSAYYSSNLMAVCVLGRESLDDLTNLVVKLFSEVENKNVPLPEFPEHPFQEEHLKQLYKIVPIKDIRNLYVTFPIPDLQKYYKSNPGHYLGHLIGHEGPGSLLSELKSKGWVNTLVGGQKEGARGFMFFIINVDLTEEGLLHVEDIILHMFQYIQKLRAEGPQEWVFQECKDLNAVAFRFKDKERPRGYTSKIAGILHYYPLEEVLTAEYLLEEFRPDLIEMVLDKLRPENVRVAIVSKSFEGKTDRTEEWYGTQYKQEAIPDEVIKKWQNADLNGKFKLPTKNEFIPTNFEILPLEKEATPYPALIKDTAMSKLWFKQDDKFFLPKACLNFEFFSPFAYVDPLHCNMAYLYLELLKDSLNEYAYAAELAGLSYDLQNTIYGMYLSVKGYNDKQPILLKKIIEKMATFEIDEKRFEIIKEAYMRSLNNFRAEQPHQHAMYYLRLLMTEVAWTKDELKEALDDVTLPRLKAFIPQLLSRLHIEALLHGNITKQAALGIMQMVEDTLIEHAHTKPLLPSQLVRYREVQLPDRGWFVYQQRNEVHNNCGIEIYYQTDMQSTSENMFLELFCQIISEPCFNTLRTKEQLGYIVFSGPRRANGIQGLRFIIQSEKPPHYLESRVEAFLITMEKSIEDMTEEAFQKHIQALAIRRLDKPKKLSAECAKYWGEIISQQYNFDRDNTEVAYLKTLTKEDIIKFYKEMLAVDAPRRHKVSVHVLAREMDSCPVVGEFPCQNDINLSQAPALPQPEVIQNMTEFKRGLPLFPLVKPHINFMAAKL
# MEKK2mut PB1 HTS – signal of MEK5 binding to mutant human MEKK2 PB1 domain; bead flow cytometry, Alexa488-MEK5 binding to MEKK2 mutant; percent response, % at 10 µM; hit rate 0.35% among 290,000; in the data active = percent response above about 24%, passing the limit was not always enough; also: inactives centre near 1; some results filed as inactive read as strong as hits; reference of the scale not given here
# IDE act – boosts human insulin-degrading enzyme activity in HEK cells; P14735; FAbeta-B cleavage, fluorescence polarization; 0% vehicle, 100% cell-free pure enzyme wells; activation, % at 5.96 µM; hit rate 0.073% among 340,000;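 active = activation above the mean of all tested compounds plus 3 SD, set per screening campaign, cut at about 17% in these data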
# MEKK3 PB1 HTS – MEKK3-MEK5 PB1 interaction, increase or decrease; Q99759; bead-based flow cytometry, Alexa488-MEK5 binding to MEKK3; actives lie on both sides; 0 = blocked by unlabeled MEK5, 100 = vehicle; binding response (% of control), % at 10 µM; hit rate 1.4% among 290,000; AID 1529;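 active = binding response more than 3 SD above or below the average of its plate-row segment, actives on both sides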;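 also: Alexa488 bead fluorescence after subtracting the streptavidin-only scavenger bead signal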
# M18AAP inhibitor – PfM18AAP enzyme inhibition. recombinant PfM18AAP, H-Glu-NHMec fluorogenic cleavage. inhibition, % at 7.35 µM. hit rate 1.2% among 290,000. AID 1822;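 active = inhibition above the campaign mean inhibition over all tested compounds plus 3 SD, cut at about 28% in these data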;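 also: 0% = plate median of test compound wells and 100% = 2 mM ZnCl2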
# NALP1 yeast inh – blocks the NALP1 inflammasome reconstituted in yeast; AID 2071; S. cerevisiae NALP1/ASC/caspase-1 growth, X-gal OD620, 72 h; hit rate 0.61% among 280,000; inhibition, % at 10 µM; in the data active = inhibition mostly above about 24%, no sharp cut-off; inactive = mostly below about 32%; also: some compounds called inactive have numbers as strong as hits
# p-CIP stab down – compounds decreasing mouse p/CIP protein stability. Q05BA5. F442A p/CIP-EGFP cells, EGFP fluorescence, 16 h. decrease of EGFP signal, % at 10 µM. hit rate 0.01% among 290,000. AID 1984;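 active = EGFP signal decrease of at least 30% at 10 µM or well 3 SD below plate mean, unless failing retest; inactive = the rest, including hits failing retest or dose response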; also: some compounds called inactive have numbers as strong as hits; many of its hits are not listed in these tables
# * = called active by the depositor; x = no result given. Not all compounds are listed; the hit share may differ from the screen's.
SUMO HTRF inh	MEKK2wt PB1 HTS	IDE cell inh	MEKK2mut PB1 HTS	IDE act	MEKK3 PB1 HTS	M18AAP inhibitor	NALP1 yeast inh	p-CIP stab down	Compound
-12	112	-1	4	6	107	-5	0	-4	O=S(=O)(NCCCCCNS(=O)(=O)c1ccc(F)cc1)c1ccc(F)cc1
15	94	-4	6	3	90	-5	0	-7	Cc1cc(C)nc(SCC(=O)OCN2C(=O)c3ccccc3C2=O)n1
-4	82	2	-12	-4	90	-6	42	16	COc1ccc(-n2c3c(cc(C(=O)NNc4ccccc4)c2=O)C(=O)CC(C)(C)C3)cc1
7	105	8	4	7	102	4	7	-3	CCOc1ccc(CNS(=O)(=O)c2c(C)nc3sccn3c2=O)cc1OC
6	106	9	7	-3	103	-3	8	-8	CNC(=O)N(O)C1N(/N=C/c2ccccc2OC)C(=S)SC1(C)C (stereo not given)
-10	99	0	4	2	99	-3	-7	-11	Cc1onc(-c2ccccc2Cl)c1C(=O)Nc1c(C)n(C)n(-c2ccccc2)c1=O
-10	105	-2	20	7	104	-3	27	-14	CCO/C=C1\N=C(c2ccc(F)cc2)OC1=O
-3	93	3	-1	0	99	-7	8	-7	Cc1sc2nc(C3CC3)nc(N3CCN(C(=O)c4ccc(F)cc4)CC3)c2c1C
8	92	6	-9	-4	93	0	6	-7	NC(=O)C1=C[C@H](c2ccc(C(F)(F)F)cc2)C[C@H](OCc2ccc(CO)cc2)O1
20	100	4	7	-4	100	7	4	-13	C[n+]1cc(-c2ccccc2)oc1-c1ccccc1

# Brought forward from above: 2 compounds, followed by the next part.
SUMO HTRF inh	MEKK2wt PB1 HTS	IDE cell inh	MEKK2mut PB1 HTS	IDE act	MEKK3 PB1 HTS	M18AAP inhibitor	NALP1 yeast inh	p-CIP stab down	Compound
8	92	6	-9	-4	93	0	6	-7	NC(=O)C1=C[C@H](c2ccc(C(F)(F)F)cc2)C[C@H](OCc2ccc(CO)cc2)O1
20	100	4	7	-4	100	7	4	-13	C[n+]1cc(-c2ccccc2)oc1-c1ccccc1
6	77	1	-13	-11	83	7	-7	-2	COC(=O)c1nc2n(n1)C(c1cc(OC)ccc1OC)C(C(=O)OC1CCCCC1)=C(C)N2 (stereo not given)
-3	104	7	-1	5	109	2	-4	5	CNC(=S)N1N=C(c2ccc(C)cc2)CC1c1ccc(N(C)C)cc1 (stereo not given)
-9	94	8	-1	-10	98	11	28	2	CCOC(=O)c1ccccc1N1C(=O)CSC1=S
1	108	-1	7	3	113	1	-68	4	CCOc1ccccc1N1CCN(Cc2ccc(OC)c(OC)c2OC)CC1
2	105	5	4	4	103	2	-5	4	CC1(C)NC(=O)N(c2ccccc2Cl)C1(C)NO (stereo not given)
1	102	3	0	2	103	1	-1	-13	Cc1ccc(C(=O)NC(=S)NCC2CCCO2)cc1[N+](=O)[O-] (stereo not given)
5	100	3	2	2	99	-1	13	-11	COc1cc(OC)cc(C(=O)Nc2cc(C)on2)c1
0	122	7	0	-3	98	-7	16	-11	CCCN(CCC)CC(O)Cn1cc(/C=C/C(=O)c2cccs2)c2ccccc21 (stereo not given)
-1	104	-1	-1	3	104	6	10	9	CCCCN1C(=O)C(=O)N(c2ccccc2)C1=S
-8	103	2	8	5	104	-2	12	-3	COc1cccc(C(=O)O/N=C(\N)c2ccc([N+](=O)[O-])cc2)c1OC
6	101	5	-1	1	98	11	72	-3	COc1ccc(NC(=O)c2sc(N3CCOCC3)nc2-c2ccccc2)c(OC)c1
9	108	2	-6	2	114	5	8	-11	COC(=O)c1ccc(NC(=O)c2cccc(C)c2[N+](=O)[O-])cc1
11	100	1	-2	-2	99	-1	37	-1	CC/C(=N/N=C(\CC)c1ccccc1)c1ccccc1
-2	119	4	0	-2	102	-1	-19	-6	CCOc1ccc(NC(=O)CN(c2ccc([N+](=O)[O-])cc2)S(=O)(=O)c2ccccc2)cc1
10	107	8	4	4	111	15	1	-1	COc1cc(C(=S)N2CCOCC2)cc(OC)c1OC(=O)c1ccc([N+](=O)[O-])cc1[N+](=O)[O-]
12	106	5	3	1	105	-2	-1	-3	Cc1noc(C)c1C(=O)N1CC(C)OC(C)C1 (stereo not given)
14	104	10	0	-4	91	-5	31	-5	CC(Oc1ccc(F)cc1)C(=O)NN (stereo not given)
-6	97	-2	-2	-4	99	3	-7	-5	O=C(c1ccccc1)c1ccccc1NC(=O)C1CCCN1Cc1ccccc1 (stereo not given)
5	106	2	-1	6	97	2	9	1	Cc1cccc(NC(=O)COc2ccc3oc4c(c3c2)CCCC4)n1
-9	97	3	-5	4	100	6	-25	0	COc1ccc(S(=O)(=O)N2CCC(C(=O)NC(C)CCc3ccccc3)CC2)cc1 (stereo not given)
13	99	-3	0	4	100	4	4	-4	Cc1cc(S(=O)(=O)Nc2c(C)ccc3nsnc23)ccc1F
6	100	5	-2	-2	100	-1	3	-4	CCCOC(=O)c1ccc(-n2nnnc2SCC(=O)N2CCCCC2)cc1
18	106	4	2	0	105	4	1	3	COc1ccc(O)c(/C=N/NS(=O)(=O)c2ccc(C)cc2)c1
2	87	-5	-3	2	90	-2	13	-18	O=[N+]([O-])c1cc2c(c(CSc3ncccn3)c1)OCOC2
18	107	-2	4	0	101	-1	4	-4	CN(CC(=O)NCc1ccncc1)S(=O)(=O)c1cc(Cl)ccc1Cl
12	110	8	10	1	107	5	26	-13	O=C(NCc1cn2ccccc2n1)c1ccco1
20	97	4	-3	1	98	0	0	-7	COCCNC(=O)/C(C#N)=C\c1ccc(CNC(=O)C(=O)Nc2ccc(C)c(C)c2)o1
10	100	0	-2	2	92	-3	-5	3	CCN1CCN(C(c2ccc(OC)cc2)C(O)C(=O)c2c[nH]c3ccccc23)CC1 (stereo not given)
-8	114	-2	22	7	121	-10	x	2	CC1CN(c2ccc([N+](=O)[O-])cc2Cl)CCN1S(C)(=O)=O (stereo not given)
12	104	6	0	2	102	2	0	-3	CCN1C(=O)/C(=C2/C=Cc3ccccc3N2C)OC1=S
10	114	-6	6	-5	112	-6	9	-9	C#CCOc1coc(COC(=O)c2ccccc2)cc1=O
7	104	1	4	0	102	-8	1	2	CCCCNC(=O)C1C2C=CC3(CN(Cc4ccccc4Cl)C(=O)C13)O2 (stereo not given)
5	100	0	6	-1	83	-10	20	-6	CC(C)[C@H]1CN=C2N(CCNC(=O)CCC3CCCCC3)[C@H](Cc3ccc(O)cc3)CN21
-11	x	1	x	3	x	6	-9	-8	C=CCNC(=S)NC(=O)c1oc2ccccc2c1C
2	90	6	-19	6	84	8	16	-10	CCCc1c(C(=O)NNc2cccc(Cl)c2)cnn1-c1ccccc1
4	102	-5	0	0	103	2	-4	-21	COc1cc(NS(=O)(=O)c2ccc(C)cc2)ccc1-n1cnnn1
7	94	-1	-1	4	97	-4	x	-2	c1ccc2c(c1)SCc1nnc(-c3ccncc3)n1-2
2	100	-2	-1	6	109	2	-4	7	CCc1ccccc1NC(=S)N1CCC(NC(=O)c2ccc(OC)cc2)CC1
24	105	5	5	6	105	-4	-10	0	CCC(O)(CCN1CCCCC1)c1ccccc1 (stereo not given)
-9	103	-9	5	9	97	-2	11	-10	CN1CC2(C(=O)c3ccccc3)CN(C)CC(C(=O)c3ccccc3)(C1)C2
x	100	0	2	4	99	-7	x	x	CCOC(=O)N1CCN(Cc2nc(-c3ccc(OC)cc3)no2)CC1
-13	103	7	4	2	103	-7	10	-4	Cc1nc(-c2ccccc2)sc1C(=O)/C=C/c1ccc(Cl)cc1
-11	138*	-1	26	2	111	9	1	1	C/C(=N\Nc1nc2ccccc2s1)c1ccc(Br)s1
5	98	-2	2	4	105	2	1	-16	Cc1ccc(C2=NN(C3=NN=C(N)Cc4ncnn43)C(O)(C(F)(F)F)C2)cc1 (stereo not given)
12	99	-12	1	0	102	4	21	8	CCc1ccc(C(=O)NNC(=O)CCC2CCCCC2)cc1
4	97	1	-1	-3	97	0	19	-2	Cc1cc(NC(=O)CN2C(=O)NC3(CCC(C)CC3)C2=O)no1 (stereo not given)
-1	114	0	17	-2	101	1	26	7	COC(=O)C1=C(C)N(Cc2ccccc2)C(=NCCCCO)N[C@H]1CCc1ccccc1
12	102	4	4	6	103	12	2	-12	COc1ccc(S(=O)(=O)N(C)CC(=O)Nc2cccc(C(C)=O)c2)cc1Cl
21	105	3	2	1	104	2	6	-15	COc1ccc(NC(=S)NC(C)Cc2cccs2)cc1 (stereo not given)
7	105	2	11	1	111	-1	11	-8	CCCCN(C)C(=O)c1nc2ccccn2c1CN1CCC[C@H]1CO

# New compounds follow.
SUMO HTRF inh	MEKK2wt PB1 HTS	IDE cell inh	MEKK2mut PB1 HTS	IDE act	MEKK3 PB1 HTS	M18AAP inhibitor	NALP1 yeast inh	p-CIP stab down	Compound
x	110	-1	4	-5	97	x	x	x	CCN(CC)CCCN1C=C2C(=O)C(C)(OC(=O)CCC(=O)OC)C(=O)C=C2C=C1C1CC1 (stereo not given)
3	106	0	7	-3	107	2	-2	-4	O=C(Cc1ccc(Br)cc1)N1CCN(c2ccc(F)cc2)CC1
16	112	1	16	-2	107	-4	-8	-8	O=C(O)c1ccc(N2C(=O)CC(N3CCN(c4cccc(C(F)(F)F)c4)CC3)C2=O)cc1 (stereo not given)
-6	100	-1	-1	1	100	-1	13	-14	CCCCN(CC)C(=O)c1ccc2c(c1)OCO2
4	95	1	-3	3	89	-2	14	10	CSc1nc2ccc(S(=O)(=O)N3CCCCC3)cc2s1
0	99	3	-11	3	100	13	9	3	COc1ccc(S(=O)(=O)NCC2CCCN(Cc3cn(C)nc3C)C2)cc1 (stereo not given)
-5	98	1	-3	1	96	5	-12	-11	O=C(NC1CCCc2ccccc21)c1cccc(S(=O)(=O)N2CCN(c3ccccc3)CC2)c1 (stereo not given)
10	106	3	6	-2	102	4	4	-3	Cc1ccccc1C(=O)NC1CCN(CC(=O)NCc2ccccc2)CC1
3	126	4	6	x	147*	2	4	1	O=c1[nH]c2ccccc2n2cnnc12
6	100	1	-1	-1	101	3	13	-16	CCc1ccc2c(c1)C(O)(CC(=O)c1cccs1)C(=O)N2 (stereo not given)

# Shown comma-delimited: entries from further up
SMILES,SUMO HTRF inh,MEKK2wt PB1 HTS,IDE cell inh,MEKK2mut PB1 HTS,IDE act,MEKK3 PB1 HTS,M18AAP inhibitor,NALP1 yeast inh,p-CIP stab down
Cc1cc(NC(=O)CN2C(=O)NC3(CCC(C)CC3)C2=O)no1 (stereo not given),4,97,1,-1,-3,97,0,19,-2
COC(=O)C1=C(C)N(Cc2ccccc2)C(=NCCCCO)N[C@H]1CCc1ccccc1,-1,114,0,17,-2,101,1,26,7

# The results go on.
SUMO HTRF inh	MEKK2wt PB1 HTS	IDE cell inh	MEKK2mut PB1 HTS	IDE act	MEKK3 PB1 HTS	M18AAP inhibitor	NALP1 yeast inh	p-CIP stab down	Compound
-1	109	0	9	0	112	x	x	-5	CCOc1ccccc1Nc1ncnc2c1cnn2-c1ccccc1
-6	100	8	12	7	109	2	3	1	CC(=O)NCC(=O)NC(Cc1ccccc1)C(N)=O (stereo not given)
9	95	-4	3	8	105	1	20	-17	O=C(CNc1ccccc1)N/N=C/c1c[nH]c2ccccc12
-2	97	5	-2	4	96	4	4	12	Cc1ccccc1N(CC(=O)NCCc1ccccc1)C(=O)CCC(=O)Nc1ccccn1
10	105	3	-12	-3	102	-14	5	-15	CN1C(=O)c2ccccc2C(C(=O)NCC2CCCO2)C1c1c[nH]c2ccccc12 (stereo not given)
-8	90	-2	-7	1	97	5	17	9	COc1ccccc1-c1noc2ncnc(Nc3ccc4c(c3)OCO4)c12
-20	97	0	-1	2	101	-6	6	4	CCC1=NN(C(=O)c2cccc(Br)c2)C(O)(c2ccc(Br)cc2)C1 (stereo not given)
